Screens (PubChem BioAssay)
BRCA1 expr act = activators of BRCA1 expression. Potency, µM (doses to about 46.1 µM), for inactives: top-dose activation, usual class: activators. AID 624202. MCF7-BRCA1-FFLuc reporter, luminescence, 48 h; response scale: scaled: vehicle 0%, 10 µM genistein 100%. 380,000 compounds, 1.1% hits; also: potency is read from the fitted curve at half-maximal effect; nearly all actives have a fitted effect of over 80% in size; some results filed as inactive show a strong effect at the top dose
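MCF7-BRCA1-FFLuc cells, 2000/well in phenol-red-free MEM, attached 2 h then treated 48 h at 37 C. Luciferase luminescence read 15 min after reagent; normalized to genistein maximum activation (10microM) and DMSO, concentration-response fitted.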
VP16 counter = Gal4-VP16 reporter inhibition counter-screen | Drosophila S2 Gal4-VP16 UAS-luciferase, luminescence, 20 h | Potency, µM (highest dose often 53.6 µM), inactives show at the highest dose activity, negative = inhibition, hits mostly inhibitors | 310,000 compounds, 3.5% hits;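 also: Gal4-VP16 expression switched on by copper sulfate through the metallothionein promoter; potency is read from the fitted curve at half-maximal effect; % is scaled to controls: 0 for no effect and ±100 for the full control effect; nearly all actives have a fitted effect of over 50% in size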
ELG1 genotox = genotoxicity induction in ELG1-luciferase HEK293T cells | 330,000 compounds, 1.3% hits | HEK293T ELG1-luciferase reporter, luminescence, 16 h | AID 504466 | Potency, µM (series often up to 46 µM), without a hit: at the highest dose activity change, positive = activation, actives largely listed as activators; also: potency is read from the fitted curve at half-maximal effect; % of control where 0% means no effect; nearly all actives have a fitted effect of over 60% in size
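16 hr compound incubation (37 °C, 5% CO2) of HEK293T cells carrying luciferase-tagged ELG1; luciferase then measured by ONE-Glo luminescence after 30 min at RT.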
ELG1 DNA repair = blocks ELG1-dependent DNA repair in HEK293T cells; HEK293T ELG1-luciferase reporter, luminescence, 16 h; DNA damage induced by 5-fluorouridine; Potency, µM (highest dose often 46.1 µM), for the others: top-dose activity change, negative = inhibition, usual class: inhibitors; 330,000 compounds, 2.3% hits; also: potency is read from the fitted curve at half-maximal effect; % is scaled to controls: 0 for no effect and ±100 for the full control effect; nearly all actives have a fitted effect of over 55% in size
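Quantitative HTS, concentration-response format. 2,000 cells/well co-treated with 5-fluorouridine and compound, 16 hr in 5% CO2 at 37 °C; ONE-Glo luminescence read after 30 min.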
Rab9 promoter act = activates the Rab9 promoter; Huh7 Rab9 promoter-luciferase reporter, luminescence, 24 h; AID 485297; 320,000 compounds, 2.8% hits; Potency, µM (top dose mostly 9.22 µM), inactives show top-dose activation, negative = inhibition, hits mostly activators; also: potency is read from the fitted curve at half-maximal effect; % of control where 0% means no effect; nearly all actives have a fitted effect of over 60% in size
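Cell-based reporter: Huh7 stable for Rab9 promoter-driven luciferase, plated in reduced-serum medium with 10% FBS at 1500 cells/well, compound-treated 24 h at 37 °C, luminescence read after 10 min reagent.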
RORgamma inh = blocks mouse ROR gamma transcriptional activity | P51450 | Drosophila S2 Gal4-RORgamma UAS-luciferase reporter, 20 h | Potency, µM (highest dose often 53.6 µM), for inactives: top-dose activity change, negative = inhibition, most hits filed as inhibitors | 310,000 compounds, 5.4% hits; also: potency is read from the fitted curve at half-maximal effect; % is scaled to controls: 0 for no effect and ±100 for the full control effect; nearly all actives have a fitted effect of over 60% in size
Target sequence (P51450 whole entry, looked up, the tested form may be a part): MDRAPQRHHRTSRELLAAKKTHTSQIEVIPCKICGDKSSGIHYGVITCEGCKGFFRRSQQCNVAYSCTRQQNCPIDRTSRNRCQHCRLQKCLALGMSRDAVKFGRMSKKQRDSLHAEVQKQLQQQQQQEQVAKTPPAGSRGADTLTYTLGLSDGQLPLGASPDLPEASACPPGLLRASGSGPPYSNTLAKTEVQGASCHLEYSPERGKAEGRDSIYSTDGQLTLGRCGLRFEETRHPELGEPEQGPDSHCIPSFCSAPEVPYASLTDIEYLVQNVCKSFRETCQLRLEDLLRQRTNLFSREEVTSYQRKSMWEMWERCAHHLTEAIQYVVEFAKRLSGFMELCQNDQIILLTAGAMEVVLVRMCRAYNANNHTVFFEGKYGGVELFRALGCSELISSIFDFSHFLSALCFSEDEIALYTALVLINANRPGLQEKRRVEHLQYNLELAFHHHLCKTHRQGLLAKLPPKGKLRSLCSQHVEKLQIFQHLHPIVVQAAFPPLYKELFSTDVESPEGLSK
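Stable Schneider cell line, Gal4 DNA-binding domain fused to ROR gamma, UAS-luciferase. Cmpd 1 hr RT → CuSO4 700 uM final → 20 hr RT → luciferase reagent 10 min → luminescence.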
NPC1 promoter act = activates the NPC1 promoter; Huh7 NPC1 promoter luciferase reporter, 24 h; Potency, µM (highest dose often 9.22 µM), without a hit: top-dose activation, hits mostly activators; 320,000 compounds, 2.4% hits;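 also: potency is read from the fitted curve at half-maximal effect; % of control where 0% means no effect; nearly all actives have a fitted effect of over 60% in size; reporter is driven by a mutant NPC1 promoter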
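Stably transfected Huh7 (NPC1 promoter→luciferase), 1500 cells/well in Opti-MEM + 10% FBS, 2 h settle, then compound 24 h at 37 °C. Luminescence after 10 min with Amplite reagent.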
FLuc counter = firefly luciferase modulation, counter-screen for miR-21 project; P08659; purified FLuc, Km substrates, luminescence inhibition; Potency, µM (series often up to 57.5 µM), without a hit: top-dose activity change, negative = inhibition, most hits filed as inhibitors; 360,000 compounds, 6.9% hits;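 also: potency is read from the fitted curve at half-maximal effect; plate controls were vehicle for no effect and reference inhibitor for full effect; nearly all actives have a fitted effect of over 55% in size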
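Purified P. pyralis luciferase, 10 nM final, with Km-level 10 uM D-luciferin and 10 uM ATP in 50 mM Tris acetate pH 7.5, 10 mM Mg acetate, 0.01% Tween-20, 0.05% BSA; 6-point qHTS titration about 60 µM downward; luminescence read.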
p53 reactivation = re-activators of mutant p53; 320,000 compounds, 0.063% hits; Potency, µM (highest dose often 92.2 µM), without a hit: at the highest dose activity change, positive = activation, most hits filed as activators; AID 504706; H1299 p53-A138V BP100-luciferase reporter, luminescence, 24 h; also: potency is read from the fitted curve at half-maximal effect; % of control where 0% means no effect; nearly all actives have a fitted effect of over 45% in size
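H1299 (p53-null), stable ts p53-A138V + BP100-Luc; 1000 cells/well, Opti-MEM/10% FBS; cpd 4 pt, 1:5; 24 h, 37 deg C, 5% CO2; detection reagent 10 min RT; luminescence.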
TRPV1 ag = human TRPV1 agonism. Q8NER1. TRPV1-expressing cells, Fluo-8 calcium influx, agonist mode. activation, % at 8.33 µM. 320,000 compounds, 0.19% hits; in the data active = activation above about 80%; inconclusive = between about 30% and that limit; also: 0% is about no effect
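TRPV1-expressing cells were cultured overnight at 35.5C and loaded with Fluo-8 calcium dye for 40 to 90 min at room temperature. After a 10 s baseline, compound was added and calcium influx was read kinetically for 3 min (ex 480/em 520 nm).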
Tb PFK inh = inhibitors of T. brucei phosphofructokinase. Potency, µM (doses to about 57.5 µM), inactives show at the top dose activity, negative = inhibition, usual class: inhibitors. T. brucei PFK, ADP-Glo luminescence. O15648. 330,000 compounds, 0.17% hits;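 also: potency is read from the fitted curve at half-maximal effect; 0% = uninhibited 1x PFK enzyme wells and -100% = no-enzyme wells; nearly all actives have a fitted effect of over 60% in size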
Target sequence (O15648 whole entry, looked up): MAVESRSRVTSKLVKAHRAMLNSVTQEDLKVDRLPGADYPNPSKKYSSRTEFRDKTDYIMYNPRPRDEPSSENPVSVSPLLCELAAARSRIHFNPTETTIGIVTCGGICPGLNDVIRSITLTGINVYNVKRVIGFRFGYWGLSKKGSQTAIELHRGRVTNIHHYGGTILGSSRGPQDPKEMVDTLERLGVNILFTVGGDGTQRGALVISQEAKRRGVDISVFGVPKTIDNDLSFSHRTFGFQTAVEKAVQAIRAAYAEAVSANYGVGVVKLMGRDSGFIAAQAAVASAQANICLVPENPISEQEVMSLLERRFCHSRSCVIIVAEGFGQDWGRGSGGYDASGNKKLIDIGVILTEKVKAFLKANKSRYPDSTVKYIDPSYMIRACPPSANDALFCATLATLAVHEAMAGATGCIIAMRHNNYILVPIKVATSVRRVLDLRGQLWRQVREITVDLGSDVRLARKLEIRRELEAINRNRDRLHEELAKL
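PFK 1.25 nM, F6P 0.5 mM, ATP 0.1 mM, 0.1 M TEA pH 8.0, 5 mM MgCl2, 0.01% Tween20, 0.1% BSA; 45 min RT. ADP-Glo readout. qHTS titration up to 57 uM; curves fitted, compounds curve-classed.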
Starred values were filed as active, the others as inactive; u = inconclusive; x = no result given; & = joins results of further samples; [ ] = remark or other dose. Unless noted, calls follow the shape of the dose curve; as a rule, active = well fitted curve in the direction sought with a large enough effect; inconclusive = small, poorly fitted or top-dose-only effect, or another doubt; inactive = no such curve, though single readings can be large; an effect the other way counts as inactive or inconclusive.

1) O=C(Nc1cccnc1)C1COc2ccccc2O1 (centres undefined)
2) CCCCC(=O)Nc1c(O)c2ccccc2[nH]c1=O
3) CC(C)CCn1c(=S)[nH]c2ncccc2c1=O
4) COC(=O)c1ccc(C(=O)OC)c(NC(=O)CSCc2ccccc2Br)c1
5) CCOC(=O)c1c(N)sc2c(OC)c(Br)ccc12
6) Cc1cccc(CSc2nnc(-c3cnccn3)n2C)c1
compound no.,1,2,3,4,5,6
BRCA1 expr act,4%,-19%,2%,-23%,43%,26%
VP16 counter,3%,7%,-28%,0%,-12%,26%
ELG1 genotox,1%,3%,1%,-1%,x,8%
ELG1 DNA repair,24%,26%,3%,-3%,x,u
Rab9 promoter act,-3%,-1%,-5%,-4%,x,25%
RORgamma inh,16%,0%,5µM*,-31%,25%,41%
NPC1 promoter act,0%,10%,-2%,-2%,x,16%
FLuc counter,-3%,14%,1%,0%,19µM*,-16%
p53 reactivation,9%,0%,12%,-3%,x,4%
TRPV1 ag,-2,-3,1,17,21,-2
Tb PFK inh,-13%,4%,-2%[0.46 µM],-3%,x,1%

7) CCCCCC(=O)Nc1cc2[nH]c(=O)cc(COC)c2cc1C
8) O=C(O)CNS(=O)(=O)c1ccc2c(c1)C(=O)c1cc(S(=O)(=O)NCC(=O)O)ccc1-2
9) c1ccc(-n2ncc3c(N4CCN(CCOc5cccc6ccccc56)CC4)ncnc32)cc1
10) Cc1ccc(/C=C/C(=O)c2c(C)nc3ccccn23)cc1
11) CCOC(=O)c1cc2ccc(OC)cc2oc1=O
12) Cc1ccc(NC(=O)Cn2c3ccc(F)cc3c3nc4n(c(=O)c32)CCS4)cc1F
compound no.,7,8,9,10,11,12
BRCA1 expr act,-2%,14%,-66%,-48%,15%,-22%
VP16 counter,-25%,-3%,-4%,u,9%,-8%
ELG1 genotox,2%,-3%,0%,16%,14%,2%
ELG1 DNA repair,5%,4%,-4%,u,u,5%
Rab9 promoter act,0%,1%,-3%,1.4µM*,0%,18%
RORgamma inh,-10%,-3%,-15%,14µM*,24%,8%
NPC1 promoter act,-6%,2%,-9%,u,10%,1%
FLuc counter,0%,3%,-1%,1.1µM*,u,-1%
p53 reactivation,8%,11%,-3%,u,14%,1%
TRPV1 ag,-2,3,-3,24,1,-3
Tb PFK inh,1%,13%,-2%,0%,-1%,-2%

13) Cc1c(Cl)cccc1NC(=S)NCC(C)C
14) O=C1NC(=S)N/C1=C\c1cccc([N+](=O)[O-])c1
15) CN(C(=O)c1ccccc1C(=O)OCC(=O)Nc1cccc(Br)c1)c1ccccc1
16) C[C@H]1O[C@H](O[C@H]2[C@H](O[C@@H]3CC[C@@]4(C)C(CC[C@]5(C)C4CC=C4[C@@H]6CC(C)(C)CC[C@]6(C(=O)O[C@@H]6O[C@H](CO)[C@@H](O)[C@H](O)[C@H]6O)CC[C@]45C)C3(C)C)O[C@H](C(=O)O)[C@@H](O)[C@@H]2O)[C@@H](O)[C@@H](O)[C@@H]1O (some centres undefined)
17) COc1ccc2c(c1)C(C)CC(C)(C)N2C(=O)CSc1ncn[nH]1 (centres undefined)
18) CCOC(=O)COn1c(=O)c(-c2cc3ccccc3o2)[n+]([O-])c2ccccc21
compound no.,13,14,15,16,17,18
BRCA1 expr act,-8%,11%,-19%,-22%,-2%,11%
VP16 counter,u,13%,x,x,3%,u
ELG1 genotox,-5%,14%,1%,3%,-1%,u
ELG1 DNA repair,-2%,23%,-19%,27%,3%,u
Rab9 promoter act,-3%,-3%,1%,2%,3%,2.2µM*
RORgamma inh,6.3µM*,13%,x,x,u,-40%
NPC1 promoter act,1%,-4%,0%,0%,2%,u
FLuc counter,-2%,3%,-8%,4%,6%,2.4µM*
p53 reactivation,6%,14%,-16%,-1%,-2%,27%
TRPV1 ag,20,2,1,-3,x,-2
Tb PFK inh,-3%,1%,-11%,-9%,3%,-1%

19) CC1CCN(c2nc3c(c(=O)n(C)c(=O)n3C)n2CCSc2ncccn2)CC1
20) Cc1cc(C)nc(N2CCC(C(=O)NC3CCCc4ccccc43)CC2)n1 (centres undefined)
21) Cc1ccc2c(c1)C(=O)CC(c1ccc3c(c1)OCCO3)O2 (centres undefined)
22) COc1cccc(C(=O)N(C)CC2CCN(CCc3cccc(C(F)(F)F)c3)CC2)c1
23) Cc1cc(=O)oc2cc(NC(=S)NNC(=O)c3c(Cl)cnn3C)ccc12
24) CCc1ccc(OCCOCCN2CCN(C)CC2)cc1
compound no.,19,20,21,22,23,24
BRCA1 expr act,-2%,6%,u,-14%,0%,-1%
VP16 counter,20%,0%,7%,5%,u,-3%
ELG1 genotox,3%,-5%,5%,-5%,u,-1%
ELG1 DNA repair,1%,4%,u,-18%,u,8%
Rab9 promoter act,2%,-6%,u,0%,0.89µM*,-7%
RORgamma inh,-7%,-19%,8%,-11%,-32%,-18%
NPC1 promoter act,-1%,0%,6%,-1%,0.45µM*,1%
FLuc counter,4%,0%,u,-2%,1.5µM*,-2%
p53 reactivation,-1%,3%,u,-5%,u,x
TRPV1 ag,1,-1,2,1,u,-6
Tb PFK inh,-3%,-5%,0%,0%,1%,-4%

25) CCCCc1nc(SCC(=O)Nc2cccc(Cl)c2)n[nH]1
26) CC(C)OCCCNC(=O)C(Cc1ccccc1)NS(=O)(=O)c1ccc2c(c1)CCC(=O)N2 (centres undefined)
27) COC(=O)C1=NNC(C(=O)c2ccco2)C1c1ccccc1 (centres undefined)
28) NS(=O)(=O)c1cccc(NC(=O)COC(=O)c2cc([N+](=O)[O-])ccc2N2CCCC2)c1
29) O=C(c1ccccc1)c1ccccc1C(=O)c1ccccc1
30) Cc1ccc(CSc2cc(C)[nH]c(=O)n2)cc1
31) Cc1cnc(NC(=O)CN2CCN(c3ccccn3)CC2)s1
32) C#CCOCCOCCOCCNc1nc(N2CCN(C(=O)Cn3cc(CCCCN)nn3)CC2)nc(N2CCN(C(=O)Cn3cc(CCCN=C(N)N)nn3)CC2)n1
compound no.,25,26,27,28,29,30,31,32
BRCA1 expr act,2%,-3%,-17%,-41%,-25%&-11%,45%,-55%&-4%,14%
VP16 counter,-5%,-5%,20%,x,4%&-4%,20%,3%,x
ELG1 genotox,-3%,0%,-12%,-4%,2%&-1%,18%,u,3%
ELG1 DNA repair,24%,1%,14%,u,-10%&-2%,u,u,6%
Rab9 promoter act,6%,-1%,3%,x,-7%&-3%,10%,-22%,-2%
RORgamma inh,-8%,-32%,-1%,x,12%&19%,28%,27%,x
NPC1 promoter act,-1%,-3%,0%,x,-3%&-3%,14%,-22%,-1%
FLuc counter,-1%,7%,3%,x,0%&-1%,-7%,-9%,-1%
p53 reactivation,20%,6%,1%,-11%,1%&-4%,0%,1%,-1%
TRPV1 ag,4,-1,-1,x,5&1,-2,1,-1
Tb PFK inh,-4%,1%,0%,0%,8%&2%,-3%,-1%,-3%

Not a hit list, and some 15% of all compounds hit somewhere here.
